Screens from PubChem.
TDP1 block = blocks human tyrosyl-DNA phosphodiesterase 1. Potency, µM (series often up to 130 µM), inactives show at the highest dose activity change, negative = inhibition, hits mostly inhibitors. recombinant TDP1, AlphaScreen DNA substrate cleavage. Q9NUW8. hit rate 0.28% among 350,000; note: nearly all actives have a fitted effect of over 40% in size
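Recombinant E. coli-expressed Tdp1 (1 nM) preincubated with compound 15 min at RT, then 5'-biotin/3'-phosphotyrosine-FITC DNA substrate (15 nM) added for 5 min. AlphaScreen beads (10 ug/ml) added, 10 min RT; tyrosine-FITC cleavage read as signal loss.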
TDP1 cell noCPT = qHTS for Inhibitors of human tyrosyl-DNA phosphodiesterase 1 (TDP1): qHTS in cells in absence of CPT. DT40 Tdp1-/- hTDP1 cells, no CPT, ATP luminescence, 48 h. Potency, µM (series often up to 46.2 µM), for inactives: at the top dose activity change, negative = growth inhibition, actives largely listed as inhibitors. hit rate 15% among 420,000. AID 686978, 2013; note: nearly all actives have a fitted effect of over 55% in size
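Readout: luminescence from CellTiter-Glo after 30 min in the dark at RT. Cells: DT40 Tdp1-/- with stable hTDP1, 400/well. Exposure: compounds alone, ≥48 hr, 37 °C.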
GCN5L2 inh = GCN5L2 (KAT2A) acetyltransferase inhibition; Potency, µM (doses to about 58.9 µM), inactives show at the highest dose activity change, negative = inhibition, usual class: inhibitors; GCN5L2 HAT assay, ThioGlo1 CoA-SH fluorescence; hit rate 0.21% among 390,000; Q92830
Target sequence (Q92830 whole entry, looked up): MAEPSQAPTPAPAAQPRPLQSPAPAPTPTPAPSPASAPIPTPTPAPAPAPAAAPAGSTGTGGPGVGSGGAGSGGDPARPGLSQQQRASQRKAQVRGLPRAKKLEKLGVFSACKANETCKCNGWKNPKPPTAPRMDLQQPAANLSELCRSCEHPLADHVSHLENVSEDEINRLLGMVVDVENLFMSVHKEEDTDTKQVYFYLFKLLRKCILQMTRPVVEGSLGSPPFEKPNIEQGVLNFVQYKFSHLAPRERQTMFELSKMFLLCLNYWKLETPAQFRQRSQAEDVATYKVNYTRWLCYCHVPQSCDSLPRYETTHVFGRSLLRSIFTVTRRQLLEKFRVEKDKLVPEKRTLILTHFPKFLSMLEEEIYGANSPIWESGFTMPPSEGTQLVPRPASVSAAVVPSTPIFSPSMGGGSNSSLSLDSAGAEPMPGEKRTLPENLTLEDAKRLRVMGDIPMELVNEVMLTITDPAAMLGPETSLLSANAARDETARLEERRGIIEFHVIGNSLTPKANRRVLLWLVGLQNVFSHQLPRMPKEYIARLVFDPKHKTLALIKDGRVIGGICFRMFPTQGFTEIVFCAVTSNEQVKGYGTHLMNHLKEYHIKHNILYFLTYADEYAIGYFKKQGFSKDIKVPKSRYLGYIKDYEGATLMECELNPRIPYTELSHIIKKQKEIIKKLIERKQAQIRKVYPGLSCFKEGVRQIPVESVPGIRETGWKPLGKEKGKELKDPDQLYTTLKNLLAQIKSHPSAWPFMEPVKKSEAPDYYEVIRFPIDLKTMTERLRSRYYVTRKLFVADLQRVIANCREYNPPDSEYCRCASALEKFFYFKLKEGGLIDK
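Enzyme at 20nM final was mixed with library compounds for 15 min at room temperature. Peptide H3(1-25) at 75uM, acetyl-CoA at 70uM and ThioGlo1 at 50uM were then added. Plates were read immediately and after 20 min (Ex340nm/Em540nm).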
Numbers without * were called inactive; u = inconclusive; x = no result given; & = joins results of further samples; [ ] = remark or other dose. Calls come from the whole dose curve; as a rule, active = well fitted curve in the direction sought with a large enough effect; inconclusive = small, poorly fitted or top-dose-only effect, or another doubt; inactive = no such curve, though single readings can be large; an effect the other way counts as inactive or inconclusive. % is set by controls: 0 for no effect and ±100 for the full control effect; potency is the fitted concentration of half-maximal effect. A portion of the library, so the mix of outcomes need not match the whole.

no.	molecule	TDP1 block	TDP1 cell noCPT	GCN5L2 inh
1	Cc1cccc(C2c3[nH]c4ccccc4c3CCN2C(=O)c2cc(CC(C)C)[nH]c(=O)n2)n1 (centres undefined)	4%	u	10%
2	Fc1ccccc1COc1ccc(Br)cc1CNCc1ccncc1	8%	u	0%
3	CCCN(CCC)C(=O)Cn1c(=O)n(Cc2ccc(C(=O)NCCc3ccc(OC)c(OC)c3)cc2)c(=O)c2ccccc21	5%	u	-8%
4	Cc1c(Cl)ccc2sc(NC(=O)c3ccco3)nc12	x	u	u
5	CCOC(=O)C(Sc1nnc2c3ccccc3n(CC)c2n1)C(=O)OCC	2%	u	-3%
6	CCOc1ccc(/C=C2\C(=O)c3ccccc3OC2c2ccccc2)cc1 (centres undefined)	3%	18µM*	-12%
7	Cc1ccccc1NC(=O)c1cnc(Nc2nc3ccccc3s2)nc1C	0%	x	-1%
8	COc1ccc(Cl)cc1NC(=O)NCCN1CCNC1=O	5%	3%	1%
9	CC(=O)C1C(c2ccc(Br)cc2)c2c(noc2C)CC1(C)O (centres undefined)	0%	-17%	-7%
10	O=c1[nH]cc(NCCNc2ncc(C(F)(F)F)cc2Cl)c(=O)[nH]1	0%	6%	-19%
11	COc1ccccc1NC(=O)c1nnn(Cc2ccccc2)c1NC(=O)C(F)(F)F	0%	29µM*	-1%
12	Cc1cc(C)c(S(=O)(=O)NCc2cccnc2)c(C)c1	x	-17%	21%
13	CC(c1ccccc1)N1CC(C(=O)NC2CCCC2)CC1=O (centres undefined)	0%	-5%	0%
14	COCc1[nH][nH]c(=O)c1C=Nc1ccc(Cl)cc1	3%	-13%	-11%
15	CCC1Sc2ccccc2N(CC(=O)NC2CCCCC2)C1=O (centres undefined)	-3%	0%	-4%
16	CC(C)OP(=O)(c1ccc(N(C)C)cc1)C(O)c1ccccc1 (centres undefined)	5%	-23%	-12%
17	COc1ccc(OC)c(Nc2nc(N)nc(-c3cc4ccccc4o3)n2)c1	4%	18µM*	-5%
18	COc1ccc(NC(=S)N2CCc3cc(OC)c(OC)cc3C2)cc1	2%	-6%	-5%
19	COc1ccc(-n2c(C)cc(C=O)c2C)cc1Cl	-1%	-26%	-1%
20	CCOC(=O)N1CCN(C(=O)c2ccc3c(=O)n(CCc4ccccc4)c(=S)[nH]c3c2)CC1	4%	-30%	-3%
21	COc1ccccc1CNC(=O)c1ccc2c(c1)CCN2S(=O)(=O)c1ccc(Cl)cc1	2%	u	-6%
22	COc1ccc(/C=N/N(C)C2=NS(=O)(=O)c3ccccc32)cc1OC	x	-5%	-9%
23	CCOc1ccc(CNC(=O)C2CCCN(c3nc4c(C)cc(C)cc4s3)C2)cc1 (centres undefined)	-1%	u	-9%
24	COc1cc(-c2nnc(COC(=O)CSc3cc(C)c4ccccc4n3)o2)cc(OC)c1OC	5%	-15%	-23%
25	Cc1ccc(S(=O)(=O)N2CCN(C(=O)CSc3nnc(-c4ccco4)o3)CC2)cc1	2%	u	-6%

Next section
no.	molecule	TDP1 block	TDP1 cell noCPT	GCN5L2 inh
26	COc1ccc(N2CCN(C(=O)CCNS(=O)(=O)c3ccc(C)cc3)CC2)cc1	5%	u	-9%
27	COc1ccccc1-c1nc(C#N)c(N2CC(C)CC(C)C2)o1 (centres undefined)	4%	18µM*	-4%
28	O=C(CCN1C(=O)S/C(=C\c2cccs2)C1=O)Nc1nccs1	3%	-7%	2%
29	COc1ccc(S(=O)(=O)N2CCCCC2)cc1N(C)S(=O)(=O)c1ccccc1	2%[56.1 µM]	u	u
30	Cn1c(SCC(=O)N2CCc3ccccc32)nc2cccnc21	4%	21µM*	-1%
31	COc1cc(C(=O)Nc2nc3ccccc3s2)ccc1OCc1c(C)noc1C	0%	u	-19%
32	COc1ccccc1NC(=O)NC1(C(=O)N2CCC(O)CC2)CCCCC1	-2%	-12%	0%
33	COc1ccc(-n2ncc3c(N4CCC(C)CC4)ncnc32)cc1	x	u	-6%
34	CCOC(=O)C1=C(C)N(C)C(=O)NC1c1ccc2c(c1)OCO2 (centres undefined)	x	-10%	2%
35	COc1cc(O)c2c(=O)c3c(O)ccc(O)c3oc2c1	-6%	-24%	-9%
36	CCOC(=O)c1cc(-c2ccc(C)cc2)nc2nc(SC)[nH]c(=O)c12	8%	-5%	1%
37	Cc1ccc(S(=O)(=O)Nc2cc(=O)[nH]c(SCC(=O)Nc3cccc(C(F)(F)F)c3)n2)cc1	4%	-15%	-5%
38	CCSc1nnc(NC(=O)CSc2nc3c(c(=O)n2-c2ccccc2)SCC3)s1	3%	-26%	1%
39	FC(F)(F)c1cc(CO[C@H]2CCCN[C@H]2c2ccccc2)cc(C(F)(F)F)c1	-12%&11%[56.1 µM]	13µM*	-8%
40	c1ccc2[nH]c(-c3cnco3)cc2c1	x	20%	-6%
41	COc1ccc(Cl)cc1NC(=O)CN(C)C(=O)c1ccc(COc2ccccc2)cc1	x	u	-4%
42	O=C(CSc1ncccn1)N/N=C/c1cccs1	-1%	-7%	-17%
43	CC1=C(CCN2CCN(C3CCCC3)C(CCO)C2)C(C)(C)CCC1 (centres undefined)	0%	u	-6%
44	Cc1ccc(N=Nc2c(=O)[nH]n3c(C)cc(C)nc23)cc1	4%	-30%	-12%
45	O=c1cc(N2CCCC2)c(-c2ccccc2)n[nH]1	5%	-10%	-1%
46	O=C(CSc1nnnn1C1CCCC1)Nc1ccc2c(c1)OCO2	2%	-1%	-2%
47	CCOC(=O)c1cccc(NS(=O)(=O)c2cc(Br)cc3c2N(C(=O)C2CC2)CC3)c1	6%	23µM*	-2%
48	CCOC(=O)C1CCN(C(=O)COc2ccc(S(=O)(=O)NC(C)(C)C)cc2)CC1	0%	-5%	-7%
49	CC(C)c1nc2ccc(C(=O)NCCCN3CCN(c4ccccc4F)CC3)cc2o1	-1%	u	-5%
50	CC(C)n1cnc2c(NCc3ccccc3)cc(Cc3ccc(F)cc3)cc21	10%	u	-6%

Next section; the last 7 above are carried over.
no.	molecule	TDP1 block	TDP1 cell noCPT	GCN5L2 inh
44	Cc1ccc(N=Nc2c(=O)[nH]n3c(C)cc(C)nc23)cc1	4%	-30%	-12%
45	O=c1cc(N2CCCC2)c(-c2ccccc2)n[nH]1	5%	-10%	-1%
46	O=C(CSc1nnnn1C1CCCC1)Nc1ccc2c(c1)OCO2	2%	-1%	-2%
47	CCOC(=O)c1cccc(NS(=O)(=O)c2cc(Br)cc3c2N(C(=O)C2CC2)CC3)c1	6%	23µM*	-2%
48	CCOC(=O)C1CCN(C(=O)COc2ccc(S(=O)(=O)NC(C)(C)C)cc2)CC1	0%	-5%	-7%
49	CC(C)c1nc2ccc(C(=O)NCCCN3CCN(c4ccccc4F)CC3)cc2o1	-1%	u	-5%
50	CC(C)n1cnc2c(NCc3ccccc3)cc(Cc3ccc(F)cc3)cc21	10%	u	-6%
51	COc1cccc(OCCNC(=O)c2cc(OC)c(OC)c(OC)c2)c1	x	13µM*	-1%
52	Cc1c(N/C(=N/S(=O)(=O)c2ccccc2)c2ccc(Cl)cc2)c(=O)n(-c2ccccc2)n1C	-5%	-8%	1%
53	O=C(N/N=C/c1sc(N2CCOCC2)nc1-c1ccccc1)c1ccccc1F	3%	u	-29%
54	COc1cc(NC(=O)C2CCCN(c3ncnc4c3nc3n4CCCCC3)C2)cc(OC)c1OC (centres undefined)	2%	u	3%
55	O=[N+]([O-])c1cccc(C=Nc2cc3c(cc2Br)OCCO3)c1	6%	-4%	-11%
56	COc1ccc(OCC#CCn2ccnc2)cc1	-3%	0%	-1%
57	COC(=O)c1ccc(CSC(=N)N)o1	2%	u	0%
58	CN(CC(=O)Nc1cccc(F)c1)C(=O)c1sc2ccccc2c1Cl	1%	u	-5%
59	Cc1ccc(S(=O)(=O)NCc2ccccc2)cc1C(=O)N(C)CC(=O)Nc1c(Cl)cccc1Cl	x	u	-6%
60	COc1cccc(-c2nn(-c3ccccc3)cc2C(=O)Nc2nccs2)c1	7%	u	-23%
61	Cc1cc(NC(=O)C2CCCCC2)n(-c2nc3ccccc3[nH]2)n1	8%	16µM*	-4%
62	CC1CCN(S(=O)(=O)CCNC(=O)c2ccc3c(c2)OCO3)CC1	-2%	7%	1%
63	O=C(Nc1ccccc1C(=O)N1CCCC1)C1COc2ccccc2O1 (centres undefined)	-5%	-6%	-6%
64	CCOC(=O)C1CCCN(C(=O)c2ccc(C)c([N+](=O)[O-])c2)C1 (centres undefined)	3%	-19%	5%
65	Nc1nc(SCC(=O)Nc2ccc([N+](=O)[O-])cc2)[nH]c(=O)c1NC(=O)c1ccc(Br)cc1	4%	19%	-11%
66	N#Cc1ccc(OCC(=O)OCC(=O)Nc2sccc2C(N)=O)cc1	-4%	0%	-4%
67	COc1ccc(C)cc1NC(=S)N1CCN(c2ccccn2)CC1	4%	-2%	16%
68	COc1cccc(C(=O)CSc2nnc(-c3cc(OC)c(OC)c(OC)c3)o2)c1	8%	21µM*	-29%
69	CCOC(=O)CNC(=O)CSc1nnc(-c2ccncc2)n1-c1ccc(Cl)cc1	2%	1%	-11%
70	CC1(CCl)N([O-])C2=C(CCCC2)[N+]1=O (centres undefined)	x	-5%	-5%
71	Cc1nc2nc(CCNS(=O)(=O)c3ccc(Cl)cc3)cn2nc1C	2%	13%	-17%
72	OCCN1CCN(CCCc2c3c(cc4c2CCC4)CCC3)CC1	5%	-14%	0%
73	NC(=O)C1CCN(C(=O)CN2CCN(c3cccc(C(F)(F)F)c3)CC2)CC1	4%	-12%	-4%
74	COC(=O)c1ccc(C(=O)OC)c(NC(=O)Nc2ccc3c(c2)OCO3)c1	0%	-28%	u
75	O=C(NCc1ccccc1)C1Cc2ccccc2CN1C(=O)c1ccco1 (centres undefined)	-4%	2%	-15%

(listing goes on)
no.	molecule	TDP1 block	TDP1 cell noCPT	GCN5L2 inh
76	Cn1c(=O)cc(OCC(=O)NCCCN2CCN(Cc3ccccc3)CC2)c2ccccc21	8%	-7%	-3%
77	O=C(Nc1ccccc1)C1C2CCCCC21 (centres undefined)	x	-24%	-6%
78	CCOC(=O)c1cccc(NC(=O)c2cc3c(=O)n(Cc4ccccc4)ccc3nc2C)c1	7%	u	0%
79	Cc1ccc(C(=O)CCC(=O)N2CCN(c3ccccc3O)CC2)cc1	-5%[0.505 µM]	u	-3%
80	COc1ccc(N2CCN(S(=O)(=O)CCNC(=O)COc3ccccc3C)CC2)cc1	-3%	u	-1%
81	COc1ccc(NC(=O)Cn2cc(S(=O)(=O)Cc3ccccc3)c3ccccc32)c(OC)c1	8%	5%	1%
82	COc1ccc2c(=O)ccoc2c1	14%[56.1 µM]	3%	2%
83	Cc1ccc(CNC(=O)C2CCN(S(=O)(=O)c3c(C)noc3/C=C/c3cccs3)CC2)cc1	-9%	u	2%
84	Cc1cccc(/C(N)=N/OC(=O)c2ccc(Cl)cc2Cl)c1	0%	u	0%
85	Cc1ccc(C)c(S(=O)(=O)N2CCN(Cc3ccc(O)c4ncccc34)CC2)c1	8%	5.8µM*	3%
86	c1ccc(-c2noc(CC3CCCCC3)n2)nc1	3%	u	-12%
87	CCc1ccc(C(=O)COC(=O)CNC(=O)Cc2ccccc2)cc1	3%[56.1 µM]	2%	12%
88	Cc1ccc(-n2cc3c(-c4cccc(Br)c4)nnc(C)c3n2)cc1	5%	u	-2%
89	Cc1ccc(S(=O)(=O)c2c(N)n(CCCO)c3nc4ccccc4nc23)cc1	-2%	-19%	-9%
90	CN=C(Nc1ccc(C)c(C)c1)SC1CC(=O)N(c2ccc(OC)cc2)C1=O (centres undefined)	7%	u	-3%
91	Cc1cc2c(cc1Cl)C(c1ccccc1C)CC(=O)O2 (centres undefined)	-4%	x	-22%[88.6 µM]
92	CC1Cc2ccccc2N1C(=O)C1CC(=O)N(c2ccccc2)C1 (centres undefined)	2%	-24%	-2%
93	COc1ccc(SCCN2CC[C@@H](C(C)(C)C)CCC2=O)cc1	-1%	16µM*	-2%
94	Cc1cccc(C)c1OC(=O)CSc1nnc(-c2ccc3c(c2)OCO3)o1	9%	-18%	-3%

Entries of single compounds as entered above. Screens in order: TDP1 block | TDP1 cell noCPT | GCN5L2 inh
COc1ccc2c(=O)ccoc2c1 in the list: 14%[56.1 µM] | 3% | 2%
CCOC(=O)c1cccc(NC(=O)c2cc3c(=O)n(Cc4ccccc4)ccc3nc2C)c1 in the list: 7% | u | 0%
